TDP-43 yeast inh: rescues yeast growth from TDP-43 toxicity; TDP-43 expressing yeast growth rescue, BacTiter-Glo, 24 h; Potency, µM (top dose mostly 46.1 µM), for inactives: at the highest dose growth rescue (activation), most hits filed as activators; actives 1.8% (n = 410,000); AID 652104; also: potency is read from the fitted curve at half-maximal effect; % of control where 0% means no effect; nearly all actives have a fitted effect of over 50% in size
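Yeast expressing TDP-43 (pregrown in raffinose, seeded at OD600=0.02 in galactose medium) exposed to compounds 24 hr at 30 deg C. Growth read by BacTiter-Glo luminescence; rescue of toxicity appears as increased signal.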
D3 antag: antagonists of human D3 dopamine receptor. P35462. D3R cells, DiscoveRx beta-arrestin luminescence, antagonist mode; active compounds read low. max response, negative = inhibition, %. actives 2.5% (n = 360,000); in the data active = max response below about -50%; inconclusive = no clear call, values can overlap the other calls; also: % is scaled to controls: 0 for no effect and ±100 for the full control effect; mostly tested at two doses, the higher about 12 µM
Target sequence (P35462 whole entry, looked up): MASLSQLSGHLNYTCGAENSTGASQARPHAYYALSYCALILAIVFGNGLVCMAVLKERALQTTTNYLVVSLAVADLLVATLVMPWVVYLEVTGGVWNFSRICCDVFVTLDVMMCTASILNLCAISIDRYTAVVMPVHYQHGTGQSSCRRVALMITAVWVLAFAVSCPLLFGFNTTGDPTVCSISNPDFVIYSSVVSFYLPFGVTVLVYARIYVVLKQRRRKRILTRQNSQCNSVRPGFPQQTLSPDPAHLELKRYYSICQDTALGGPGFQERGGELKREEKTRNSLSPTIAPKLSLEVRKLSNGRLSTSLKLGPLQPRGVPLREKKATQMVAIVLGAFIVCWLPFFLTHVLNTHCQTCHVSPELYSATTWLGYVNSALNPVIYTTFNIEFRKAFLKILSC
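Cells expressing the human receptor were seeded at 1500 cells/well, incubated overnight at 37 degrees C in 5% CO2, then exposed to library compounds with dopamine controls for 90 minutes at 37 degrees C before luminescent detection.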
PTHR1 ag: activates the human parathyroid hormone receptor PTHR1; Potency, µM (series often up to 115 µM), without a hit: top-dose activation, hits mostly activators; AID 743266; actives 0.075% (n = 410,000); HEK293 GP2 PTHR1 cells, GloSensor cAMP luminescence, 1 h; also: potency is read from the fitted curve at half-maximal effect; nearly all actives have a fitted effect of over 55% in size; some results filed as inactive show a strong effect at the top dose; inactives centre near -15; many of its hits are not listed in these tables
Target sequence (Q03431 whole entry, looked up): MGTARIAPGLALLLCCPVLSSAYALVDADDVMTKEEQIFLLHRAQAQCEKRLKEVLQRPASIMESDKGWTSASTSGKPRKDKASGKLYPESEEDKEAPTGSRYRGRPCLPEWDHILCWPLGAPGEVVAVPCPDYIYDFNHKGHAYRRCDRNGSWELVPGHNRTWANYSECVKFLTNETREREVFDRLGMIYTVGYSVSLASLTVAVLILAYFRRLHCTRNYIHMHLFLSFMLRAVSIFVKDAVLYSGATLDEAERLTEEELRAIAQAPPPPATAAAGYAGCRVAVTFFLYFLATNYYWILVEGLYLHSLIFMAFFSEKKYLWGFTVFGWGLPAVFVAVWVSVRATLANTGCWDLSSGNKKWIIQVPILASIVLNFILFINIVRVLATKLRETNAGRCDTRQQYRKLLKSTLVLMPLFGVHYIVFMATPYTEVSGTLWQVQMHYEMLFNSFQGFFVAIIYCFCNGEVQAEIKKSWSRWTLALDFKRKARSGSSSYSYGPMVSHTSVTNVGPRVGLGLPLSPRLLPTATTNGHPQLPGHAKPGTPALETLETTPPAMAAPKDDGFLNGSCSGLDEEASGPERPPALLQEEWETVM
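HEK-293-derived GP2 cells expressing PTHR1 and a GloSensor cAMP reporter, 3,000/well, plated overnight, given luciferin plus IBMX (each 0.5 mM as added) for 1 h at 37 °C, then compound for 1 h at 37 °C. Luminescence was read after 15 min at room temperature.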
GLP1R inv ag: inverse agonists of human GLP-1 receptor; P43220; HEK293 GLP-1R CRE-luciferase, luminescence, 24 h; GLP-1R form is constitutively active; Potency, µM (doses to about 38.3 µM), for inactives: top-dose activity change, negative = inhibition, most hits filed as inhibitors; actives 1.6% (n = 410,000); AID 624417; also: potency is read from the fitted curve at half-maximal effect; % is scaled to controls: 0 for no effect and ±100 for the full control effect; nearly all actives have a fitted effect of over 55% in size
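Assay principle: reduced luminescence from a cAMP-responsive reporter in HEK293 cells co-expressing a constitutively active GLP-1R. Conditions: 24 hr compound incubation, 37 deg C, 5% CO2.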
D3 ag: agonists of human D3 dopamine receptor; max activation, %; D3R DiscoveRx beta-arrestin cells, luminescence, 90 min; actives 0.58% (n = 410,000); AID 652048; P35462; in the data active = max activation above about 30%; also: 0% is about no effect; mostly tested at two doses, the higher about 12 µM
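Cells at 1500/well, incubated overnight, then treated with pinned compounds (dopamine as control) for 90 min at 37 degrees C. DiscoveRx reagent added for 30 - 60 minutes at room temperature; luminescence read.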
aSyn rescue: rescues yeast growth from alpha-synuclein toxicity; Yeast expressing alpha-synuclein, growth rescue, BacTiter-Glo, 24 h; Potency, µM (top dose mostly 46.1 µM), for the others: top-dose growth rescue (activation), hits mostly activators; actives 0.14% (n = 370,000); AID 652106; also: potency is read from the fitted curve at half-maximal effect; % of control where 0% means no effect; nearly all actives have a fitted effect of over 65% in size
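Readout is rescue of growth in alpha-synuclein-expressing yeast, so inhibitors of toxicity appear as activators. Growth after 24 hr at 30 deg C in galactose medium is quantified by luminescence.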
HEK293 tox: cytotoxic in the GLP-1 receptor inverse agonist counter-screen; Potency, µM (series often up to 38.3 µM), for inactives: at the top dose activity change, negative = inhibition, most hits filed as inhibitors; actives 0.13% (n = 410,000); HEK293 cAMP-luciferase reporter cells, luminescence, 24 h; AID 624418;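 also: loss of luciferase light is scored as toxicity; potency is read from the fitted curve at half-maximal effect; % is scaled to controls: 0 for no effect and ±100 for the full control effect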
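To flag toxic compounds, the library was rerun on cells for 24 hr at 37 deg C and 5% CO2. Viability-linked luminescence was captured 12 min after adding luciferase detection reagent.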
KB-V1 MDR tox: KB-V1 MDR subline cytotoxicity. KB-V1 MDR cells viability, CellTiter-Glo, 72 h. actives 3.4% (n = 400,000). Potency, µM (top dose mostly 46.1 µM), for inactives: at the top dose activity change, negative = cytotoxicity, usual class: cytotoxic; also: potency is read from the fitted curve at half-maximal effect; % is scaled to controls: 0 for no effect and ±100 for the full control effect; nearly all actives have a fitted effect of over 60% in size
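Cytotoxicity via CellTiter-Glo luminescence after 72 h compound exposure at 37 degrees C. Cells: drug-selected KB-V1 line, DMEM phenol-red free plus 10% FBS. Compounds tested at multiple concentrations; normalized data fitted to concentration-effect curves.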
GLP1R ag: activates the human GLP-1 receptor; HEK293 GLP-1R CRE-luciferase, luminescence, 4-6 h; cells express a hypersensitive GLP-1R form; AID 624172; actives 0.007% (n = 380,000); P43220; Potency, µM (doses to about 45.6 µM), inactives show at the highest dose activation, actives largely listed as activators; also: potency is read from the fitted curve at half-maximal effect; % of control where 0% means no effect
* marks the source's active call; other numbers are inactive results; i = inactive; ? = inconclusive; / = not tested or not shown; [ ] = another dose, or the depositor's remark. Unless noted, calls follow the shape of the dose curve; as a rule, active = well fitted curve in the direction sought with a large enough effect; inconclusive = small, poorly fitted or top-dose-only effect, or another doubt; inactive = no such curve, though single readings can be large; an effect the other way counts as inactive or inconclusive. Some of the compounds tested. The share of hits here may be higher or lower than overall.

Letter code: A = TDP-43 yeast inh; B = D3 antag; C = PTHR1 ag; D = GLP1R inv ag; E = D3 ag; F = aSyn rescue; G = HEK293 tox; H = KB-V1 MDR tox; I = GLP1R ag
1	COc1cccc(NC(=O)CSc2nc3scc(C)c3c(=O)[nH]2)c1
  A: 4%	B: -15	C: -15%	D: 26%	E: -4	F: -3%	G: 3%	H: -21%	I: 6%

2	COc1ccc(OC)c(S(=O)(=O)N2CCN(C)CC2)c1
  A: -25%	B: 3	C: i	D: 5%	E: 6	F: -10%	G: 3%	H: ?	I: 0%

3	CCOc1ccccc1NC(=O)C1C2C=CC(O2)C1C(=O)O (stereo not drawn)
  A: 21%	B: 11	C: -2%[57.5 µM]	D: -2%	E: -2	F: 0%	G: 5%	H: 4%	I: -8%

4	COc1ccc(S(=O)(=O)N2CCCCC2)cc1NC(=O)Cc1ccsc1
  A: -11%	B: 8	C: -15%	D: 8%	E: 6	F: 3%	G: 7%	H: /	I: 6%

5	CCCS(=O)(=O)NC(=O)C1(C)CCN(C(=O)c2ccc(OC(F)F)cc2)C1 (stereo not drawn)
  A: -1%	B: 12	C: 0%	D: -21%	E: 8	F: -1%	G: -2%	H: 1%	I: -2%

6	CCc1cc2ccc(OC)cc2nc1SCC(=O)N1CCN(C(=O)c2ccco2)CC1
  A: 7%	B: -7	C: -45%[inhibitor]	D: ?	E: 6	F: 11%	G: -9%	H: 0%	I: 7%

7	O=C(c1ccc(S(=O)(=O)N2CCOCC2)cc1)N(c1cccc(Cl)c1)C1C=CS(=O)(=O)C1 (stereo not drawn)
  A: 10%	B: 9	C: i	D: 5%	E: 1	F: 5%	G: 5%	H: 1%	I: 0%

8	O=[N+]([O-])c1ccc(CS(=O)c2ccccc2)cc1 (stereo not drawn)
  A: 15%	B: 5	C: i	D: 8%	E: -1	F: 0%	G: -13%	H: ?	I: -1%

9	CC(=O)C1=C(O)C(=O)N(Cc2cccnc2)C1c1ccc(Cl)cc1 (stereo not drawn)
  A: -16%	B: -50*	C: 6%[57.5 µM]	D: 0%	E: 35*	F: 3%	G: -8%	H: 19%	I: -6%

10	O=C(CN1C(=O)C2CC=CCC2C1=O)Nc1ccc(-c2nnc3n2CCCCC3)cc1 (stereo not drawn)
  A: 5%	B: 11	C: -19%	D: 21%	E: -3	F: 2%	G: 16%	H: 13%	I: -5%

11	O=C(c1ccc(Cl)c(S(=O)(=O)N2CCOCC2)c1)N1CCN(c2ccccc2F)CC1
  A: 14%	B: 1	C: -31%[inhibitor]	D: 13%	E: 3	F: 4%	G: 3%	H: ?	I: -3%

12	COc1cc(C(=O)NCCCNc2ccc([N+](=O)[O-])cc2)cc(OC)c1OC
  A: -4%	B: -6	C: -1%	D: 4%	E: -1	F: 5%	G: ?	H: 21µM*	I: 17%

13	CCn1c(Cc2ccccc2)nnc1SCC(=O)c1cccc([N+](=O)[O-])c1
  A: 5%	B: 10	C: -22%[57.5 µM]	D: -14%	E: 1	F: 19%	G: -7%	H: -6%	I: -3%

14	COc1ccc(CC(=O)Nc2cc(S(=O)(=O)N3CCCC3)ccc2Cl)c(OC)c1
  A: ?	B: -2	C: -18%	D: ?	E: -10	F: -2%	G: 6%	H: ?	I: 8%

15	CCn1cc(S(=O)(=O)c2cccc(C)c2)c(=O)c2cc(F)c(N3CCCC(C)C3)cc21 (stereo not drawn)
  A: ?	B: /	C: 15%	D: 9%	E: -2	F: /	G: 7%	H: /	I: /

The listing continues.
Letter code: A = TDP-43 yeast inh; B = D3 antag; C = PTHR1 ag; D = GLP1R inv ag; E = D3 ag; F = aSyn rescue; G = HEK293 tox; H = KB-V1 MDR tox; I = GLP1R ag
16	CCCN1CCC(=O)N([C@H](CSc2ccc(OC)cc2)c2ccccc2)CC1
  A: -3%	B: -15	C: -15%	D: -13%	E: -35	F: 1%	G: -24%	H: -7%	I: 9%

17	COCCN(C(=O)Cc1cccs1)c1nnc(-c2ccncc2)s1
  A: 6%	B: -27	C: i	D: 7%	E: -2	F: 0%	G: 14%	H: -11%	I: 2%

18	COC(=O)c1ccc(COC(=O)C2CC(O)CN2S(=O)(=O)c2ccc([N+](=O)[O-])cc2)cc1 (stereo not drawn)
  A: 21%	B: 4	C: -87%[inhibitor]	D: 82%[activator]	E: 9	F: 3%	G: -9%	H: 15%	I: 19%

19	O=C(N/N=C/c1ccccc1[N+](=O)[O-])c1ccc2nc[nH]c2c1
  A: -8%[1.82 µM]	B: 6	C: i	D: 29%	E: 7	F: -2%	G: 9%	H: ?	I: 11%

20	COc1cccc(C(O)c2ncc(-c3ccc(C(F)(F)F)cc3)[nH]2)c1 (stereo not drawn)
  A: 15%	B: -23	C: -5%	D: ?	E: 1	F: 0%	G: -3%	H: 5%	I: 8%

21	CCN(CC(=O)Nc1ccc(N2CCOCC2)cc1)C(=O)c1ccc(C#N)cc1
  A: 7%	B: 0	C: i	D: 1%[0.307 µM]	E: -5	F: 4%	G: -4%[0.307 µM]	H: -2%	I: -10%

22	O=C(CSCc1ccc(Br)cc1)NCCc1ccccc1
  A: ?	B: 3	C: -11%	D: ?	E: 5	F: 1%	G: 2%	H: 0%	I: 11%

23	CCC(=O)c1ccc(N2CCN(C(=O)c3cc([N+](=O)[O-])ccc3N3CCN(C)CC3)CC2)c(F)c1
  A: -15%	B: ?	C: -12%[57.5 µM]	D: 0%	E: 1	F: 7%	G: -16%	H: -8%	I: 7%

24	Cc1c(NC(=O)C(C)OC(=O)CCc2ccccc2)c(=O)n(-c2ccccc2)n1C (stereo not drawn)
  A: -19%	B: 0	C: i	D: -4%	E: -4	F: 0%	G: 2%	H: -6%	I: 0%

25	Cc1ccc(NC(=O)C2(N3CCC3=O)CCCCC2)cc1
  A: -2%	B: 3	C: -9%	D: 7%	E: -2	F: -2%	G: -5%	H: 2%	I: 3%

26	CC(=O)N1c2ccc(S(=O)(=O)NCC3CCC(C(=O)NCc4ccccc4)CC3)cc2CC1C (stereo not drawn)
  A: -6%	B: 28	C: -30%	D: 12%	E: -14	F: 0%	G: -1%	H: 0%	I: 6%

27	CC(Sc1ccccc1)C(=O)N1CCN(S(=O)(=O)c2ccccc2F)CC1 (stereo not drawn)
  A: -13%	B: -15	C: i	D: 0%	E: -18	F: -4%	G: 5%	H: -3%	I: 4%

28	CN1CCN(C(c2ccc(Cl)cc2)c2cc(Cl)c3cccnc3c2O)CC1 (stereo not drawn)
  A: ?	B: -99*	C: i	D: ?	E: -22	F: -62%[inhibitor]	G: 0%	H: ?	I: 16%

29	Cc1ccc(C2CC(C(F)(F)F)n3nc(C(=O)NCc4c(C)nn(C)c4C)c(Cl)c3N2)cc1 (stereo not drawn)
  A: -26%	B: 30	C: -9%[57.5 µM]	D: 2%	E: 34*	F: 1%	G: -7%	H: 5.8µM*	I: -3%

30	COc1ccc(C(=O)Cn2c3ccccc3n3nc(CCC(=O)O)c(=O)nc23)cc1OC
  A: -15%	B: 6	C: -9%	D: 9%	E: 2	F: 1%	G: 0%	H: -3%	I: 0%

Reformatted: entries from further up
#16 CCCN1CCC(=O)N([C@H](CSc2ccc(OC)cc2)c2ccccc2)CC1
#17 COCCN(C(=O)Cc1cccs1)c1nnc(-c2ccncc2)s1
#18 COC(=O)c1ccc(COC(=O)C2CC(O)CN2S(=O)(=O)c2ccc([N+](=O)[O-])cc2)cc1 (stereo not drawn)
#19 O=C(N/N=C/c1ccccc1[N+](=O)[O-])c1ccc2nc[nH]c2c1
entry no. | 16 | 17 | 18 | 19
TDP-43 yeast inh | -3% | 6% | 21% | -8%[1.82 µM]
D3 antag | -15 | -27 | 4 | 6
PTHR1 ag | -15% | i | -87%[inhibitor] | i
GLP1R inv ag | -13% | 7% | 82%[activator] | 29%
D3 ag | -35 | -2 | 9 | 7
aSyn rescue | 1% | 0% | 3% | -2%
HEK293 tox | -24% | 14% | -9% | 9%
KB-V1 MDR tox | -7% | -11% | 15% | ?
GLP1R ag | 9% | 2% | 19% | 11%

Additional results
Letter code: A = TDP-43 yeast inh; B = D3 antag; C = PTHR1 ag; D = GLP1R inv ag; E = D3 ag; F = aSyn rescue; G = HEK293 tox; H = KB-V1 MDR tox; I = GLP1R ag
31	O=C(COC(=O)c1ccccn1)NCc1cccs1
  A: -9%	B: 0	C: -1%	D: 16%	E: -8	F: -1%	G: 3%	H: ?	I: 7%

32	NC(=O)C1CCCN(C(=O)c2cccc(S(=O)(=O)N3CCCCCC3)c2)C1 (stereo not drawn)
  A: 14%	B: -11	C: -7%	D: -1%	E: 1	F: -9%	G: 0%	H: 23%	I: -1%

33	Cc1cc(C)cc(N(C(C)C(=O)N2CCCCC2)S(C)(=O)=O)c1 (stereo not drawn)
  A: 1%	B: -13	C: i	D: -14%	E: 1	F: -2%	G: -5%	H: 0%	I: -9%

34	CCOc1ccc(-n2cnc3scc(-c4ccc(OC)c(OC)c4)c3c2=O)cc1
  A: -11%[9.22 µM]	B: -15	C: 0%	D: ?	E: -16	F: 2%	G: 17%	H: -9%	I: 18%

35	CCOC(=O)c1ccc(NC(=O)Cn2nc(SC)c(S(=O)(=O)c3ccc(Cl)cc3)c2N)cc1
  A: 27%	B: /	C: -95%[inhibitor]	D: ?	E: -16	F: /	G: -29%	H: ?	I: -7%

36	O=c1c2ccccc2nc(-c2ccco2)n1-c1nc2ccccc2s1
  A: 2%	B: -14	C: -7%	D: 3%	E: 1	F: 7%	G: 20%	H: -8%	I: 18%

37	Cc1ccc(CN2CCC[C@]3(N[C@H](c4ccc(C(F)(F)F)cc4)[C@@H]4C(=O)N(Cc5ccccc5)C(=O)[C@@H]43)C2=O)cc1
  A: 11%	B: 5	C: -9%	D: ?	E: 0	F: 12%	G: 2%	H: -4%	I: -3%

Screening data deposited in PubChem by National Center for Advancing Translational Sciences (NCATS).
